Screens deposited in PubChem by several laboratories.
PolyA inhibitor – blocks polyadenylation in yeast reporter cells | 300,000 tested, 0.02% active | calls only at 12 µM | S. cerevisiae SKY197-pL101 polyadenylation reporter, beta-gal luminescence; efflux-impaired pdr1/pdr3 knockout yeast; score 100 = 6 SD above DMSO;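 active means lowest replicate activity score at least 50, where 100 means six control SD above control mean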;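 further: yeast exposed to compound for 9 h at 30 °C; higher score means more reporter readthrough which indicates perturbed polyadenylation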
KCNQ1 pot – potentiates or activates the human KCNQ1 potassium channel | CHO-K1 KCNQ1, thallium flux FluxOR fluorescence; active compounds read high | 310,000 tested, 0.35% active | P51787 | B-score at 10 µM;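 active means fluorescence ratio B-score, a plate-corrected score, at least three library SD, with initial intensity B-score within 5 SD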
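Doses: Single concentration per compound, DMSO matched to controls | Test system: KCNQ1-transfected CHO-K1 cells | Timing: 90 min dye loading and 20 min compound exposure, both at room temperature | Measured by: Kinetic FluxOR thallium fluorescence, 10-s 1-Hz baseline, 110-s post-stimulus read | Medium: Assay buffer with matched DMSO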
KCNK3 inh – human KCNK3 channel inhibition, primary screen; CHO-KCNK3 thallium flux, FluxOR fluorescence; active compounds read low; O14649; AID 602410; B-score at 10 µM; 340,000 tested, 0.84% active;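 active means B-score under library mean minus 4 SD, starting fluorescence ratio at most library mean plus 5 SD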;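 further: more negative B-score means stronger inhibition of thallium flux through KCNK3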
Target sequence (O14649 whole entry, looked up): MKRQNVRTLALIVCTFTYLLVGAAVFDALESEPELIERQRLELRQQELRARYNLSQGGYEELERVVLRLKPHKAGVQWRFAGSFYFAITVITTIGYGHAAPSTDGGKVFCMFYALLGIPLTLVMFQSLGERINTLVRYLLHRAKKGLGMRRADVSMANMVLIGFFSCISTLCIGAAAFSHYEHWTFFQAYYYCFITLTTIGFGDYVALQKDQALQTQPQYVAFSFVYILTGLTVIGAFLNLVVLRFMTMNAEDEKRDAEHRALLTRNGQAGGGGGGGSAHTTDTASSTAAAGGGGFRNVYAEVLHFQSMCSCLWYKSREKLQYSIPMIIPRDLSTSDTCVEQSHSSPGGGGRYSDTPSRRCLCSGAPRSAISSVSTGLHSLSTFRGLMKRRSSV
hERG protect – hERG (human) protection from proarrhythmic block | activation (rescue from dofetilide block), less the hit threshold, % at 10 µM | 310,000 tested, 0.51% active | CHO-hERG, FluxOR thallium flux, dofetilide IC70 present | Q12809;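 active means activation above the mean of controls blocked by dofetilide plus 5 SD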;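 further: thallium influx through hERG after potassium depolarization seen as dye fluorescence rise; in these data hits start at about 4.7%; inactives centre near -7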
KCNQ1 inh – human KCNQ1 channel inhibition; AID 2642; 310,000 tested, 1.3% active; CHO-K1 KCNQ1, FluxOR thallium flux fluorescence; active compounds read high; B-score at 10 µM; P51787;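 active means compounds whose thallium flux B-score, printed positive for inhibition, exceeds three library SD while starting fluorescence stays within three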;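 further: channel opened by potassium depolarization with thallium stimulus after 20 min compound exposure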
KCNK9 block – human KCNK9 channel inhibition; Q9NPC2; HEK293 KCNK9, FluxOR thallium flux fluorescence; active compounds read low; B-score at 10 µM; 310,000 tested, 1.2% active;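 active means ratio B-score over 3 SD below the library mean, with starting fluorescence within 5 SD of its mean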;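 further: negative B-score means less thallium flux so channel inhibition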
Target sequence (Q9NPC2 whole entry, looked up): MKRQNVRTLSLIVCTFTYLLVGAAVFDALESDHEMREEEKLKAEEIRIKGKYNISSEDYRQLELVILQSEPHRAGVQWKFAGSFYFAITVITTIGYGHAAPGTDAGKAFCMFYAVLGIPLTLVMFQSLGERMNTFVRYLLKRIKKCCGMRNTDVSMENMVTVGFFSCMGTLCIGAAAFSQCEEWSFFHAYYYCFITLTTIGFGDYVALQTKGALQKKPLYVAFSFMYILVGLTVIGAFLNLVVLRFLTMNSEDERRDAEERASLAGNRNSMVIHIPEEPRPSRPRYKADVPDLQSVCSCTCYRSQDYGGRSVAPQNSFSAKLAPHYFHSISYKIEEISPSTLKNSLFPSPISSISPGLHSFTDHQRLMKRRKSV
TRPC4 PAM – TRPC4 (mouse) allosteric potentiation. 310,000 tested, 0.42% active. AID 2227. HEK293 TRPC4beta/mu-opioid, DAMGO EC20, Fluo-4 Ca2+ flux; active compounds read high. B-score at 10 µM. Q9QUQ5;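 active means B-score of calcium response area above 5 SD of library B-scores, with initial fluorescence ratio within 5 SD of library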;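 further: B-score of integrated fluorescence ratio over time as area under calcium response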
Dyrk1A ADPGlo – inhibitors of rat Dyrk1A kinase; inhibition, % at 12.5 µM; AID 504441; 310,000 tested, 0.43% active; ADP-Glo luminescence, NFATc1 peptide; in the data active means inhibition above about 50%;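 further: plate controls were vehicle with enzyme for no effect and no enzyme for full effect; many of its hits are not listed in these tables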
TRPC4 act – activators of mouse TRPC4 channel. B-score at 10 µM. HEK293 TRPC4beta/mu-opioid, Fluo4 calcium fluorescence; active compounds read high. AID 2237. 310,000 tested, 0.49% active;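 active means B-score above 5 SD of library B-scores, and initial fluorescence ratio not above library mean plus 5 SD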;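 further: positive B-score marks a calcium rise read as TRPC4 activation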
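system = HEK293 cells stably co-expressing mouse TRPC4beta and mu-opioid receptor | schedule = Fluo4 dye loading 45 min at room temperature, 110 s recording | measure = B-scored integrated calcium fluorescence ratio | signal = Fluo4 calcium-sensitive dye fluorescence, kinetic, 1 Hz baseline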
TRPC4 block – TRPC4 (mouse) channel inhibition; Q9QUQ5; HEK293 TRPC4beta/mu-opioid, DAMGO-evoked Fluo4 calcium flux; active compounds read low; B-score at 10 µM; 300,000 tested, 0.39% active; AID 2247;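 active means B-score over 3 SD under the library average, no early fluorescence shift, positive overall ratio signal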
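Assay system: TRPC4beta/mu-opioid receptor HEK293 cell line; compound dosing: single concentration per test compound; detection: Fluo4 Ca2+ flux fluorescence; evaluation: per-well B score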
Platelet DG rel – platelet dense granule release activity; 300,000 tested, 0.22% active; human platelet-rich plasma, SFLLRN dense granule ATP release, luminescence; inhibition, %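 (compounds screened at 7.5 µM in platelet-rich plasma)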; AID 1663;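 active means mean replicate score, as percent of positive control, at or above 50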
The depositor's hits bear a star; i = inactive; nt = not tested or not shown. A portion of the library; rates above refer to the full screens.

Values run as follows: PolyA inhibitor, KCNQ1 pot, KCNK3 inh, hERG protect, KCNQ1 inh, KCNK9 block, TRPC4 PAM, Dyrk1A ADPGlo, TRPC4 act, TRPC4 block, Platelet DG rel
COc1ccc(-n2c(C)cc(C(=O)COC(=O)Cn3cnc4ccccc43)c2C)cc1
→ i, i, i, -7, 9*, i, i, nt, i, i, -2
N#Cc1nc(-c2ccccc2)oc1NCc1ccco1
→ i, i, i, -5, i, i, i, 11, i, i, 4
Cc1cc([N+](=O)[O-])c2[nH]c(C(=O)N/N=C/c3ccccc3C(=O)O)c(-c3ccccc3)c2c1
→ i, i, i, -12, i, i, i, -5, i, i, -11
CCOC(=O)c1sc(=NC(=O)c2ccc(F)cc2)n(C)c1C
→ i, i, i, -6, i, i, i, -1, i, i, -4
COc1ccccc1NC(=O)COc1ccc(Br)cc1CNCCCN1CCOCC1
→ i, i, i, -13, i, i, i, 0, i, i, 9
CC(C)c1ccc(/C=C/C(=O)NC2=NCCS2)cc1
→ i, i, nt, -4, i, i, i, nt, i, i, 5
CCn1c(SCc2ccccc2)nc2cc(S(N)(=O)=O)ccc21
→ i, i, i, -13, i, i, i, -6, i, i, 16
CCOc1ccc(NC(=O)CCC(=O)c2ccc(-c3ccccc3)cc2)cc1
→ i, i, i, -6, i, i, i, -1, i, i, -3
O=C(NC1CCCCC1)c1cc(-c2cccc(Cl)c2)on1
→ i, i, i, -1, i, i, i, 1, i, i, -1
CC(C)(C)NC(=O)N1CCN(c2nc(-c3ccccc3)ns2)CC1
→ i, i, i, -3, i, i, i, 21, i, i, 14
Cc1cc(C)c2cc3c(N)c(C(=O)N4CCc5ccccc5C4)sc3nc2c1
→ i, i, i, -15, i, i, i, -1, i, i, 5
CCOc1ccc(C(=O)N2CCCC2)cc1
→ nt, i, i, -3, i, i, i, -17, i, i, 8
CCc1nc(SCC(=O)Nc2nc3c(s2)CCCC3)c2ccccc2n1
→ i, i, i, -15, i, i, i, 5, i, i, -3
Cc1cc(C)c(C)c(S(=O)(=O)Nc2cccc(-n3cnnn3)c2)c1C
→ i, i, i, -8, i, i, i, -8, i, i, -11
Cc1nn(C(C)C(=O)NC(C)CCc2ccccc2)c(=O)c2cc3occc3n12 (stereo not given)
→ i, i, i, -5, i, i, i, 4, i, i, 3
Cc1c(C(=O)N2CCOCC2)oc2ccc(Br)cc12
→ i, i, i, -7, i, i, i, nt, i, i, -4
CN1CC(c2ccccn2)C2(SC(=S)N(Cc3ccccc3)C2=O)C12C(=O)Nc1ccccc12 (stereo not given)
→ i, i, i, -11, 6*, i, i, -6, i, nt, 13
Cc1ccc(CNc2nc(C)c(C(=O)N(C)C)s2)cc1
→ i, i, i, -9, i, i, i, 22, i, i, 5
CC1CC(C)(C)NC(=S)N1CC(=O)NCc1ccc(F)cc1 (stereo not given)
→ i, i, i, -10, i, i, i, nt, i, i, -1
CN1CCN(Cc2ccc(OCc3ccccc3)cc2)CC1
→ i, i, i, -5, i, i, i, -2, i, i, 1

(cont.)
Values run as follows: PolyA inhibitor, KCNQ1 pot, KCNK3 inh, hERG protect, KCNQ1 inh, KCNK9 block, TRPC4 PAM, Dyrk1A ADPGlo, TRPC4 act, TRPC4 block, Platelet DG rel
COC(=O)CNC(=O)CSc1nnc2cc(C)c3ccccc3n12
→ i, i, i, -5, i, i, i, 7, i, i, 5
CC(=O)Nc1ccc(N(C)C)cc1[N+](=O)[O-]
→ i, i, i, -5, i, i, i, -4, i, i, 9
CCN(CC)CCCn1c2c(c(SCC(=O)Nc3ccc(F)c(F)c3)nc1=O)CCC2
→ i, i, i, -7, i, i, i, -5, i, i, 32
CN(C)CCOC(=O)c1ccc2[nH]c3c(c2c1)CSCC3
→ i, i, i, 0, i, i, i, 6, i, i, -2
CC(=O)N(CN1C(=O)CCC1=O)c1cccc(Cl)c1
→ i, i, i, -5, i, i, i, -2, i, i, -3
Cc1ccc(CCCOC(=O)C[N+]2(C)CCCCC2)cc1
→ i, i, i, -7, i, i, i, nt, i, i, 1
Cc1ccc(N2NC(=O)/C(=C/C=C/c3ccco3)C2=O)cc1C
→ i, i, i, -5, i, i, i, -6, i, i, 4
O=c1sc(Nc2ccccc2)nc2ccccc12
→ i, i, i, -11, i, i, i, -1, i, i, 17
COc1cc2[nH]c(=S)n(CCCN3CCOCC3)c(=O)c2cc1OC
→ i, i, i, -1, i, i, i, -2, i, i, 2
COc1cccc(OCC(=O)Nc2ccccc2-c2ccccc2)c1
→ i, i, i, -5, i, i, i, -2, i, i, -8
O=C(Nc1ccc(Cl)cn1)c1ccc2[nH]c(=O)c(=O)[nH]c2c1
→ i, i, i, -10, i, i, i, 14, i, i, 0
CC(=O)C[C@H]1c2ccccc2S(=O)(=O)N1C1CCCC1
→ i, i, i, 3, i, i, i, 8, i, nt, -4
CCOc1ncccc1C(=O)NNC(=O)c1ccccc1-n1cccc1
→ i, i, i, -8, i, i, i, -1, i, i, -7
COc1ccc(CCNC(=O)c2cc(COc3c(C)cccc3C)on2)c(OC)c1
→ i, i, i, -4, i, i, i, -1, i, i, -4
O=C(c1cc(-c2ccc(Cl)cc2)n(-c2ccc(Cl)c(Cl)c2)n1)N1CCOCC1
→ i, i, i, -6, i, i, i, 8, i, i, 5
Cc1ccc(CNC(=O)CC(C)S(=O)(=O)c2cc3c(cc2C)NC(=O)CO3)cc1 (stereo not given)
→ i, i, i, -5, i, i, i, 1, i, i, -2
CCN1CCCC1CN(Cc1cc2ccc(C)cc2[nH]c1=O)C(=S)Nc1ccc(OC)cc1 (stereo not given)
→ i, i, i, -2, i, i, i, 0, i, i, -6
O=C(O)CCS(=O)(=O)c1ccccc1Cl
→ i, i, i, 1, i, i, i, 1, i, i, 1
Cc1cc(C)c(NC(=O)COC(=O)C2CCC2)c(Cl)c1
→ i, i, i, -4, i, i, i, -4, i, i, -6
COc1ccc(N2CCN(C(=O)COc3ccc(Cl)cc3Cl)CC2)cc1
→ i, i, i, -5, i, i, i, 5, i, i, -33

More records follow:
Values run as follows: PolyA inhibitor, KCNQ1 pot, KCNK3 inh, hERG protect, KCNQ1 inh, KCNK9 block, TRPC4 PAM, Dyrk1A ADPGlo, TRPC4 act, TRPC4 block, Platelet DG rel
O=P(c1ccccc1)(c1ccccc1)c1nc(-c2ccccc2)oc1NCc1ccccc1
→ i, i, i, -17, i, i, i, -3, i, i, 0
Cc1cccc(CCNS(=O)(=O)c2ccc3c(c2)n(C)c(=O)c(=O)n3C)c1
→ i, i, i, -4, i, i, i, 10, i, i, 4
Cn1c(=O)c(C(=O)CCl)c(N)n(Cc2ccccc2)c1=O
→ i, i, i, -7, i, i, i, -19, i, i, -1
Cn1c(SCC(=O)Nc2cccc(C(=O)O)c2)nnc1-c1cc2cc(Br)ccc2o1
→ i, i, i, -10, i, i, i, -5, i, i, -11
COc1ccc(CNC(=O)c2ccc(SC)cc2OC)cc1
→ i, i, i, -12, i, i, i, 5, i, i, -2
COc1ccc(C)cc1C(=O)CCC(=O)NCCc1ccc(S(N)(=O)=O)cc1
→ i, i, i, -10, i, i, i, -2, i, i, 19
O=C(O)c1ccc(OCc2cn3ccccc3n2)cc1
→ i, i, i, -6, i, i, i, nt, i, i, 7
COc1cc(/C=C/C(=O)O)cc(S(=O)(=O)Nc2cccc(SC)c2)c1OC
→ i, i, i, -7, i, i, i, -4, i, i, -1
CN(CC(=O)Nc1ccc(Cl)cc1)C(=O)c1ccc(-n2cncn2)c([N+](=O)[O-])c1
→ i, i, i, -12, i, i, i, -1, i, i, -3
CCCC(NS(=O)(=O)c1ccc(C)cc1)C(=O)O (stereo not given)
→ i, i, i, 0, i, i, i, 0, i, i, 0
COc1cc(C(=O)N2CCN(C(=O)COc3ccc4ccccc4c3)CC2)cc(OC)c1OC
→ i, i, i, 0, i, i, i, 12, i, i, 0
Cc1cc(C)n(Cc2ccc(C(=O)NN)o2)n1
→ i, i, i, -8, i, i, i, 1, i, i, -12
CNc1nc(OCC#N)nc(N2CCCCC2)n1
→ i, i, i, -7, i, i, i, 1, i, i, 4
CCC1SC2=NCCN2C1(O)c1ccc(Cl)cc1 (stereo not given)
→ i, i, i, 0, i, i, i, -6, i, i, -6
CCOc1ccc(-c2nnn(CC(=O)NCc3ccc4c(c3)OCO4)n2)cc1
→ i, i, i, -5, i, i, i, -2, i, i, 4
c1ccc(Cc2nc(-c3ccccn3)no2)cc1
→ i, i, i, -13, i, i, i, nt, i, i, -8
Cc1cc(S(=O)(=O)NCC(C)C)ccc1OCC(=O)NCc1ccco1
→ i, i, i, -3, i, i, i, -3, i, i, -1
C[C@]1(C(=O)NCCN2CCOCC2)C=C[C@@H](Cc2ccccc2)N1C(=O)c1ccccc1
→ i, i, i, -11, i, i, i, -3, i, i, 3
O=C(O)c1ccc(NC(=O)C2C3CCC(C3)C2C(=O)O)cc1 (stereo not given)
→ i, i, i, -10, i, i, i, 11, i, i, -13
COc1cccc(NCc2cc(=O)oc3cc(C)c(C(C)C)cc23)c1
→ i, i, i, -8, i, i, i, 16, i, i, -6

3 entries from above, with tabs:
molecule	PolyA inhibitor	KCNQ1 pot	KCNK3 inh	hERG protect	KCNQ1 inh	KCNK9 block	TRPC4 PAM	Dyrk1A ADPGlo	TRPC4 act	TRPC4 block	Platelet DG rel
COc1cc(/C=C/C(=O)O)cc(S(=O)(=O)Nc2cccc(SC)c2)c1OC	i	i	i	-7	i	i	i	-4	i	i	-1
CN(CC(=O)Nc1ccc(Cl)cc1)C(=O)c1ccc(-n2cncn2)c([N+](=O)[O-])c1	i	i	i	-12	i	i	i	-1	i	i	-3
CCCC(NS(=O)(=O)c1ccc(C)cc1)C(=O)O (stereo not given)	i	i	i	0	i	i	i	0	i	i	0

Additional entries follow:
Values run as follows: PolyA inhibitor, KCNQ1 pot, KCNK3 inh, hERG protect, KCNQ1 inh, KCNK9 block, TRPC4 PAM, Dyrk1A ADPGlo, TRPC4 act, TRPC4 block, Platelet DG rel
COC(=O)c1cc(C(=O)Nc2nnc(CC(C)C)s2)cc([N+](=O)[O-])c1
→ i, i, i, -6, i, i, i, 0, i, i, 15
O=C(Nc1cccc(C(F)(F)F)c1)C(SCCO)c1ccccc1 (stereo not given)
→ i, i, i, -11, i, -7.4*, i, 4, i, i, -20
COc1ccc(C(=O)NC(NC(=O)c2ccc(OC)c(OC)c2)c2ccccc2F)cc1OC
→ i, i, i, -14, i, i, i, -5, i, i, -6
COc1ccc(OCC(O)CNC(=O)c2ccc(C)cc2)cc1 (stereo not given)
→ i, i, i, -10, i, i, i, 2, i, i, -2
CCOc1ccccc1Oc1nc(-c2ccccc2O)nc2ccccc12
→ i, i, i, -3, i, i, i, -6, i, i, -1
